proCasp3 act – activates human procaspase-3; recombinant procaspase-3 D3A, Ac-DEVD-pNA absorbance 405 nm; activation, % at 8.5 µM; 0.11% of 330,000 active;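 active means activation above the mean of all tested compounds plus 3 SD, cut at about 21% in these data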;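 further: 0% = DMSO alone and 100% = DMSO wells spiked with extra 5 µM PC-3 D3A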
Target sequence (P42574 whole entry D9A/D28A/D175A): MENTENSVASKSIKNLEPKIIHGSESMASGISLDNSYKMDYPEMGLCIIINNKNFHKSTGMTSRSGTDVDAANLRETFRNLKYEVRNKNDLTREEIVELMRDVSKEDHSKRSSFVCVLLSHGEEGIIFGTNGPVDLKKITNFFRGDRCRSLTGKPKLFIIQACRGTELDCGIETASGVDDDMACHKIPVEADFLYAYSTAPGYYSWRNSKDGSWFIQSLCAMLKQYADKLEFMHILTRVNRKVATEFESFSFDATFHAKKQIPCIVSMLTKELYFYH
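System: Procaspase-3 D3A mutant. Medium: Zinc-free 300 mM NaCl, 50 mM HEPES, 0.01% Triton X-100. Schedule: 1 h preincubation plus 2 h reaction at 25 °C. Measured by: 405 nm absorbance of p-nitroaniline, reads at 0 and 120 min. Read-out: percent activation relative to control range.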
procasp7 counter – counter-screen for procaspase-3 activators: activators of human procaspase-7; 0.093% of 330,000 active; AID 463210; P55210; recombinant procaspase-7, Ac-DEVD-pNA absorbance 405 nm; D23A/D198A/D206A triple mutant, cannot self-cleave; scale: DMSO 0, 5 µM enzyme 100; activation, % at 8.5 µM;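 active means percent activation above the screen-wide mean plus 3 SD, cut at about 25% in these data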
Target sequence (P55210 whole entry D23A/D198A/D206A): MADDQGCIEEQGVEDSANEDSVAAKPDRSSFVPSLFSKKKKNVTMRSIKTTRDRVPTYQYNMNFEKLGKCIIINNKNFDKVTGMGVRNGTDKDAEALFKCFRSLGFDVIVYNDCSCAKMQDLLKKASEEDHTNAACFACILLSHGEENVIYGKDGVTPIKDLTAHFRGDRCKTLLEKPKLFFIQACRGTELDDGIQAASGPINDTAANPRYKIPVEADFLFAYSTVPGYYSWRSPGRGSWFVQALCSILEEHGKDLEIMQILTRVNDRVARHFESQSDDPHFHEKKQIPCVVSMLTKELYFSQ
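System: Uncleavable procaspase-7 mutant enzyme; Amount: 2 µM procaspase-7 mutant as dispensed; Schedule: 1 h compound preincubation, 2 h substrate cleavage, 25 °C; Measured by: 405 nm absorbance of p-nitroaniline; Evaluation: percent activation from buffer-corrected 0–120 min absorbance change; Control set: low DMSO alone, high DMSO plus 5 µM PC-7.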
Efflux pump inh – inhibitors of Candida antifungal efflux pumps expressed in yeast | inhibition, % at 10 µM | 0.44% of 330,000 active | AID 485275 | S. cerevisiae Candida pump triplex, Nile Red efflux;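 active means plate passing quality check with inhibition over a set limit, or well fluorescence over plate mean plus 4 SD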;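 further: Nile Red retained in pooled yeast measured as flow cytometry median fluorescence; 0% = buffer negative control and 100% = Enniatin B positive control; higher means more Nile Red kept so more efflux inhibition; some compounds called inactive have numbers as strong as hits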
Starred values were filed as active, the others as inactive.

SMILES | proCasp3 act | procasp7 counter | Efflux pump inh
Cc1c(Cl)cccc1NC(=S)Nc1ccc(S(=O)(=O)Nc2ncccn2)cc1 | 0 | -12 | 0.1
COc1ccc2[nH]c3c(c2c1)CCN1C(=O)C(CC(=O)NCc2ccco2)C[C@H](C(=O)N2CCOCC2)[C@@]31CCC1CCCC1 (some centres undefined) | -8 | 3 | 0.5
COc1ccc(-c2ccc3c(c2)S(=O)(=O)c2cccc(C(=O)N4CCN(c5c(Cl)cncc5Cl)CC4)c2C3=O)cc1OC | -3 | 2 | 0.0
C[C@@H]1C(c2ccccc2)=NN(c2ccccc2)[C@H]1C(=O)N1CCOC1=O | -4 | 3 | 0.2
COC(=O)[C@]12C(=O)NC[C@H](CN1c1ccc(C(F)(F)F)cc1)N2C | 0 | 2 | -0.3
COc1cc(OC)c2c(-c3cccc(-c4ccc(OC(F)(F)F)cc4)c3)cc(=O)oc2c1 | -4 | 8 | -0.3
CC(C)N(C(=O)[C@H]1C[C@H](CC(=O)NC(C)(C)C)C(=O)N2CCc3c([nH]c4ccc(Cl)cc34)[C@]12C)C(C)C | 3 | 4 | -0.2
CCOC(=O)CC(=O)Nc1ncnc2c1C(c1ccccc1)c1c(ccc3ccccc13)O2 (centres undefined) | 3 | 1 | 0.3
COc1ccccc1[C@@H]1C(c2ccccc2)=NN(c2ccccc2)[C@H]1C(=O)N1CCOC1=O | 11 | 23 | 0.4
C[C@H](CO)N1C[C@H](C)[C@@H](CN(C)C(=O)Nc2ccc3c(c2)OCO3)Oc2c(NC(=O)Cc3ccccc3)cccc2C1=O | 1 | -12 | 0.9
C[C@H](CO)N1C[C@H](C)[C@@H](CN(C)C(=O)NC2CCCCC2)Oc2c(NC(=O)Nc3ccc(C(F)(F)F)cc3)cccc2C1=O | 10 | 7 | 0.3
CCCCNc1c(-c2ccc(OC)c(SC(C)CC)c2)nc2cc(C)ccn12 (centres undefined) | 9 | 8 | 0.2
Cc1ccc(S(=O)(=O)N2[C@@H](c3ccc(Br)cc3)C(C(=O)O)=CC[C@H]2c2cccs2)cc1 | 6 | 11 | 0.8
Cc1nc(SCc2nc3ccc(C(=O)c4ccccc4)cc3[nH]2)c2oc3ccccc3c2n1 | 2 | 11 | 0.3
C=CC[C@@H](CC(=O)OC(C)(C)C)C(=O)OC[C@H]1CCCN1C(=O)[C@@H](CC=C)CC(=O)N[C@H](CO)Cc1ccccc1 | -2 | 0 | 0.1
C[C@H]1CN([C@@H](C)CO)C(=O)Cc2cc(NS(C)(=O)=O)ccc2O[C@@H]1CN(C)Cc1ccc(Cl)c(Cl)c1 | 14 | 1 | -0.1
CCCCNc1c(-c2ccc(-c3ccc(OC)cc3)c(OC)c2)nc2ccccn12 | 18 | 4 | 0.0
C[C@@H]1CN([C@@H](C)CO)C(=O)c2cccc(NC(=O)Nc3ccc(F)cc3)c2O[C@@H]1CN(C)Cc1ccc(Oc2ccccc2)cc1 | 6 | -7 | 0.2
CCN(C[C@H]1N[C@@](Cc2ccccc2)(C(=O)OC)[C@H]2C(=O)N(C)C(=O)[C@@H]12)C(=O)COc1ccccc1 | 3 | 0 | -1.0
CC(C)N(C(=O)[C@H]1C[C@H](CC(=O)NCCc2ccccn2)C(=O)N2CCc3c([nH]c4cc(-c5ccco5)ccc34)[C@]12C)C(C)C | -7 | 0 | 0.3
CCN(C[C@H]1N[C@@](CC)(C(=O)OC)[C@H]2C(=O)N(C)C(=O)[C@@H]12)C(=O)COc1ccccc1 | 8 | 10 | 0.1
C=CC(C)(C)c1c2occc2c(O)c2ccc(=O)oc12 | 2 | -11 | 0.0
CCCSc1ccc([C@@H]2[C@@H]3C(=O)N(CC)C(=O)[C@@H]3[C@]3(C(=O)OC)CCCCN23)cc1 | -4 | -7 | 0.6
CCOC(=O)C1C(C(=O)OC)=C(c2ccc(OC)cc2)c2ccc(OC)cc2N1S(=O)(=O)C(F)(F)F (centres undefined) | -6 | 2 | 0.3
C=CC(=O)N1CCCC(Nc2nc(Nc3ccc(N(C)C(=O)CC)cc3C)nc3nc[nH]c23)C1 (centres undefined) | 6 | 0 | -0.5

Laid out differently: entries from further up.
Structure	proCasp3 act	procasp7 counter	Efflux pump inh
Cc1ccc(S(=O)(=O)N2[C@@H](c3ccc(Br)cc3)C(C(=O)O)=CC[C@H]2c2cccs2)cc1	6	11	0.8
Cc1nc(SCc2nc3ccc(C(=O)c4ccccc4)cc3[nH]2)c2oc3ccccc3c2n1	2	11	0.3
C=CC[C@@H](CC(=O)OC(C)(C)C)C(=O)OC[C@H]1CCCN1C(=O)[C@@H](CC=C)CC(=O)N[C@H](CO)Cc1ccccc1	-2	0	0.1
C[C@H]1CN([C@@H](C)CO)C(=O)Cc2cc(NS(C)(=O)=O)ccc2O[C@@H]1CN(C)Cc1ccc(Cl)c(Cl)c1	14	1	-0.1
CCCCNc1c(-c2ccc(-c3ccc(OC)cc3)c(OC)c2)nc2ccccn12	18	4	0.0
C[C@@H]1CN([C@@H](C)CO)C(=O)c2cccc(NC(=O)Nc3ccc(F)cc3)c2O[C@@H]1CN(C)Cc1ccc(Oc2ccccc2)cc1	6	-7	0.2
CCN(C[C@H]1N[C@@](Cc2ccccc2)(C(=O)OC)[C@H]2C(=O)N(C)C(=O)[C@@H]12)C(=O)COc1ccccc1	3	0	-1.0
CC(C)N(C(=O)[C@H]1C[C@H](CC(=O)NCCc2ccccn2)C(=O)N2CCc3c([nH]c4cc(-c5ccco5)ccc34)[C@]12C)C(C)C	-7	0	0.3
CCN(C[C@H]1N[C@@](CC)(C(=O)OC)[C@H]2C(=O)N(C)C(=O)[C@@H]12)C(=O)COc1ccccc1	8	10	0.1
C=CC(C)(C)c1c2occc2c(O)c2ccc(=O)oc12	2	-11	0.0
CCCSc1ccc([C@@H]2[C@@H]3C(=O)N(CC)C(=O)[C@@H]3[C@]3(C(=O)OC)CCCCN23)cc1	-4	-7	0.6
CCOC(=O)C1C(C(=O)OC)=C(c2ccc(OC)cc2)c2ccc(OC)cc2N1S(=O)(=O)C(F)(F)F (centres undefined)	-6	2	0.3
C=CC(=O)N1CCCC(Nc2nc(Nc3ccc(N(C)C(=O)CC)cc3C)nc3nc[nH]c23)C1 (centres undefined)	6	0	-0.5

Additional records follow:
SMILES | proCasp3 act | procasp7 counter | Efflux pump inh
Cc1ccc(NC(=O)c2ncn(CC(=O)N3CCN(c4ccccn4)CC3)n2)cc1C | 2 | -2 | 0.2
O=C(COC(=O)/C=C/c1ccccc1)NC1CCCC1 | 0 | -7 | 0.4
COc1cc(OC)c2c(-c3cccc(-c4ccc(OC)c(F)c4)c3)cc(=O)oc2c1 | -2 | 5 | -0.2
O=C(N[C@H]1C/C=C\C(c2ccc(F)cc2)N(Cc2ccccc2)C(=O)C1)OCC1c2ccccc2-c2ccccc21 (some centres undefined) | 4 | -6 | 0.6
COc1ccc([C@H]2C(C(=O)O)=C[C@@H](CC3CCCC3)N2S(=O)(=O)c2ccc(C)cc2)cc1OC | 8 | 13 | -0.3
CC[C@]12c3[nH]c4cc(-c5ccco5)ccc4c3CCN1C(=O)[C@@H](CC(=O)NCc1ccc(OC)c(OC)c1)C[C@@H]2C(=O)N1CCN(C(=O)c2ccco2)CC1 | 0 | -182 | 0.1
Cc1ccc([C@@H]2CC=C(C(=O)O)[C@H](c3ccc(C(C)(C)C)cc3)N2S(=O)(=O)c2ccc(C)cc2)cc1 | 6 | 0 | 0.2
COc1cc(OC)cc(-c2c(C#Cc3ccsc3)c3cc(-c4ccc5c(c4)OCO5)ccc3n2C)c1 | 1 | 4 | -0.1
CC(=O)C[C@H](O)CC(=O)[C@@H]1OC(=O)CCCCCCCCc2ccccc21 | -3 | -8 | 0.2
CCN1C(=O)[C@H]2[C@H]3CN=C(SCc4ccc(Cl)cc4)N3[C@@](C)(C(=O)OC)[C@H]2C1=O | -2 | 7 | -0.3
Cc1ccc(S(=O)(=O)N2C[C@@H]3[C@H]4CC[C@H](C4)[C@@H]3[C@@H](C)[C@@H]2c2cccn2Cc2ccccc2)cc1 | -1 | -6 | 0.6
COc1ccc(CNC(=O)C[C@H]2C[C@H](C(=O)N(C(C)C)C(C)C)[C@@]3(C)c4[nH]c5ccc(Cl)cc5c4CCN3C2=O)cc1OC | 0 | 0 | 0.1
COC(=O)[C@@]1(C)[C@H]2C(=O)N(Cc3ccccc3)C(=O)[C@H]2[C@H]2CN=C(SC)N21 | 0 | 5 | 0.2
Cc1oc(=O)cc(OCc2ccccc2)c1C | 9 | 9 | -0.1
COc1ccc(C2CC(=O)Oc3cc(OC)ccc32)cc1 (centres undefined) | -3 | -9 | -0.1
CC[C@@H](C)[C@@H]1CN([C@@H](C)CN2CCC[C@H]2CN2C(N)=NC[C@@H]2Cc2ccccc2)C(=N)N1CCc1ccc(Cl)c(Cl)c1 | 5 | 12 | 0.0
CCOC(=O)C1=CN(Cc2cccc(F)c2)S(=O)(=O)NC1c1ccc(Br)cc1F (centres undefined) | 0 | 8 | -0.2
O=C1c2ccc(-c3ccc(F)cc3OCc3ccccc3)cc2S(=O)(=O)c2cccc(C(=O)N3CCN(c4ncc(Cl)cc4Cl)CC3)c21 | -8 | 10 | 0.0
CCOC(=O)C1=CN(Cc2cccc(F)c2)S(=O)(=O)NC1c1ccc2ccccc2c1 (centres undefined) | 1 | 1 | -0.3
CCN(C[C@H]1N[C@@](CC)(C(=O)OC)[C@H]2C(=O)N(C)C(=O)[C@@H]12)C(=O)Nc1ccccc1 | 4 | -6 | -0.2
O=C(NCCCN1CCOCC1)c1c(-c2ccccc2)sc2ccccc12 | -1 | 0 | -0.1
Cc1cc2oc(=O)cc(-c3ccccc3)c2c(C)c1-c1ccc(N(C)C)cc1 | -6 | 2 | 0.0
NC(=O)C1CCN(c2nc(-c3cc4ccccc4o3)cs2)CC1 | -6 | -16 | -0.2
COC(=O)[C@]1(Cc2ccccc2)N[C@H](CN(C)C(=O)c2ccc(C)cc2)[C@@H]2C(=O)N(C)C(=O)[C@@H]21 | 8 | 10 | -0.3
CCN(CC)C(=O)[C@H]1C[C@H](CC(=O)NCc2ccc(OC)c(OC)c2)C(=O)N2CCc3c([nH]c4cc(CCC(=O)N(C)C)ccc34)[C@]12C | 3 | 9 | -0.3

Next section.
SMILES | proCasp3 act | procasp7 counter | Efflux pump inh
COc1ccc(CNC(=O)C[C@H]2C[C@H](C(=O)N3CCOCC3)[C@@]3(C)c4[nH]c5cc(-c6ccco6)ccc5c4CCN3C2=O)cc1OC | -13 | -14 | 0.4
C[C@]12c3[nH]c4cc(-c5ccco5)ccc4c3CCN1C(=O)[C@@H](CC(=O)NCc1cccc(C(F)(F)F)c1)C[C@@H]2C(=O)N1CCCCC1 | 1 | -2 | 0.0
Cc1ccc(S(=O)(=O)N2[C@@H](c3ccc(Cl)cc3)C(C(=O)O)=C[C@H]2CC2CCCC2)cc1 | 0 | 11 | 0.0
C[C@H](CO)N1C[C@H](C)[C@@H](CN(C)S(=O)(=O)c2ccc(F)cc2)Oc2ccc(NC(=O)NC3CCCCC3)cc2C1=O | 6 | 3 | 0.3
COc1ccc2sc(-c3ccc(S(C)(=O)=O)cc3)c(-c3ccc(C(N)=O)cc3)c2c1 | 0 | -9 | -0.3
CCN(CC)C(=O)[C@H]1C[C@H](CC(=O)NCc2ccc(OC)c(OC)c2)C(=O)N2CCc3c([nH]c4cc(-c5ccco5)ccc34)[C@]12C | -7 | 2 | 0.2
C=CCNc1oc(-c2ccc(-c3ccccc3)cc2)nc1C#N | -4 | -17 | 0.3
O=C(CCNC(=O)c1ccc(Br)cc1)NNC(=O)c1ccccc1 | -6 | 1 | 0.1
CC(=O)c1ccc(-c2cccc(-c3cc(=O)oc4ccc(C(C)(C)C)cc34)c2)cc1 | -2 | -7 | -0.2
COc1ccc([C@@H]2CC=C(C(=O)O)[C@H](c3ccc(C(C)(C)C)cc3)N2S(=O)(=O)c2ccc(C)cc2)cc1OC | 0 | 15 | -0.1
CCOC(=O)C1=CN(Cc2cccc(F)c2)S(=O)(=O)N(CC)C1c1ccc(Br)cc1F (centres undefined) | 6 | 1 | -0.1
CC(C)(C)OC(=O)N1O[C@H]2CC1[C@@H]1[C@@H]2N=NN1CCc1ccncc1 | 0 | -5 | -0.1
CC(=O)c1ccc(-c2c(C)cc3oc(=O)cc(-c4ccccc4)c3c2C)cc1 | 2 | 4 | 0.1
Oc1cc(NCc2ccc(Cl)cc2)cc2cccnc12 | -4 | -8 | -0.1
CC(C)(C)NC(=O)C[C@H]1C[C@H](C(=O)N2CCOCC2)[C@@]2(C)c3[nH]c4cc(-c5ccco5)ccc4c3CCN2C1=O | 0 | -12 | -0.2
COc1ccc(NC(=O)N(C)C[C@H]2Oc3c(NC(=O)Nc4ccc(C(F)(F)F)cc4)cccc3C(=O)N([C@H](C)CO)C[C@@H]2C)cc1 | 0 | -5 | -0.3
Cc1ccc(NC(=O)Cn2cnc(C(=O)Nc3ccc(C)c(C)c3)n2)cc1C | 8 | -4 | -0.2

Bioassay records (PubChem)

These rows are one share of the data (hit frequency here may not be typical).
